Assay outcomes as filed in PubChem.
ALDH1A1 inh – blocks purified human ALDH1A1 activity; Potency, µM (doses to about 75.3 µM), for inactives: at the highest dose activity, negative = inhibition, usual class: inhibitors; P00352; AID 1030; 220,000 tested, 7.3% active; Purified ALDH1A1, NADH fluorescence, propionaldehyde substrate; active means well fitted inhibition curve with a large enough effect, not every such curve was filed as active; inconclusive means small, poorly fitted or top-dose-only effect, or another doubt; inactive means no such curve, though single readings can be large or run the other way;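 further: plate controls were no enzyme wells and a reference inhibitor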
Target sequence (P00352 whole entry, looked up): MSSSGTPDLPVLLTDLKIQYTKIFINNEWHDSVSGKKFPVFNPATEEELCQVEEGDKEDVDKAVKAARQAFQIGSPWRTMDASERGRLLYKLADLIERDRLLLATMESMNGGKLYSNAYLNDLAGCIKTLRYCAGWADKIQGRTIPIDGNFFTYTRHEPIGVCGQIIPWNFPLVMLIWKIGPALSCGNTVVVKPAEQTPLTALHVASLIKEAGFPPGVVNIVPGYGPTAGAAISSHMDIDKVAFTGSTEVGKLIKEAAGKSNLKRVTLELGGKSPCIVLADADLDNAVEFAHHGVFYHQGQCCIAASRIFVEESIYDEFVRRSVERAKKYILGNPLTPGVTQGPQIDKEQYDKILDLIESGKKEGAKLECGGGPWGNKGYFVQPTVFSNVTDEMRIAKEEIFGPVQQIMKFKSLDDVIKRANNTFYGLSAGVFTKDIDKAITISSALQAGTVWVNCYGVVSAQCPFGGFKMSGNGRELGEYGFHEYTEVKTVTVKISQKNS
Tau fibril ThT – inhibitors of human tau fibril formation, thioflavin T binding; recombinant tau K18 P301L, heparin-induced fibrillization, ThT fluorescence; Potency, µM (highest dose often 57.4 µM), for the others: top-dose activity, negative = inhibition, usual class: inhibitors; 270,000 tested, 2.1% active; AID 1460; further: on the % scale 0 is the no-effect control and ±100 the full control effect; nearly all actives have a fitted effect of over 55% in size
Target sequence (P10636 561-689 P618L limits assumed): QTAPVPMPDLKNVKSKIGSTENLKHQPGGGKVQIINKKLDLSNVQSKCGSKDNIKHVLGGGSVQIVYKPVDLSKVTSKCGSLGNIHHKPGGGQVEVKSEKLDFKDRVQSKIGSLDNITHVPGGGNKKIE
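Aggregation was driven by heparin (20 uM final) acting on recombinant tau […] bearing P301L in 100 mM sodium acetate pH 7; fibrils were detected with Thioflavin T.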
Tau FP inhib – inhibitors of human tau fibril formation; P10636; AID 1468; 280,000 tested, 0.39% active; Potency, µM (top dose mostly 57.7 µM), for the others: top-dose activity, negative = inhibition, usual class: inhibitors; K18 P301L tau heparin fibrillization, Alexa594 FP, 6 h; further: on the % scale 0 is the no-effect control and ±100 the full control effect; nearly all actives have a fitted effect of over 55% in size
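Human tau K18 […] P301L fragment, 15 uM unlabeled plus 0.24 uM Alexa 594-labeled tau (final), with compound and 20 uM heparin in 100 mM sodium acetate pH 7; 6 hr at 37 C, then Alexa 594 FP read.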
KDM4E inh – inhibitors of human JMJD2E histone demethylase; B2RXH2; JMJD2E catalytic domain, FDH-coupled NADH fluorescence (FDH is formaldehyde dehydrogenase); Potency, µM (series often up to 57.1 µM), without a hit: top-dose activity change, negative = inhibition, most hits filed as inhibitors; 230,000 tested, 1.6% active; active means well fitted inhibition curve with a large enough effect, not every such curve was filed as active; inconclusive means small, poorly fitted or top-dose-only effect, or another doubt; inactive means no such curve, though single readings can be large or run the other way;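 further: 0% = wells with enzyme and -100% = buffer wells without enzyme; nearly all actives have a fitted effect of over 50% in size; many of its hits are not listed in these tables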
Target sequence (B2RXH2 1-337 limits assumed): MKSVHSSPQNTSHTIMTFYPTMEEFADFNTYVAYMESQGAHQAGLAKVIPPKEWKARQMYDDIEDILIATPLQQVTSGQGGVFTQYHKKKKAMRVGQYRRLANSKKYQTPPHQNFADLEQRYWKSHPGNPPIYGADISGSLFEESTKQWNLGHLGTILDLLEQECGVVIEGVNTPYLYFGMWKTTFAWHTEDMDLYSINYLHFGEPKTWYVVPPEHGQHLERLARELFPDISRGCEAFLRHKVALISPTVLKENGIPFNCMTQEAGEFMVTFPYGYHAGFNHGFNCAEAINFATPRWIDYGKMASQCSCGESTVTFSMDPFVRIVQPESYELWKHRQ
SMN2 splice enh – enhancers of SMN2 splice variant expression; HEK293 SMN2-luciferase splicing reporter, luminescence, 30-36 h; Potency, µM (titrated, usually from 46.1 µM), for inactives: at the top dose activity change, positive = activation, hits mostly activators; 210,000 tested, 2.8% active; further: % of control where 0% means no effect; nearly all actives have a fitted effect of over 55% in size
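qHTS luciferase splicing reporter: luminescence rises when SMN2 exon 7 is included in transfected HEK293 cells. Compound exposure lasted 30-36 h at 37C, with 4.5 mM final sodium butyrate as control, followed by a ONE-Glo read.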
HTT cytoprotect – cytoprotection in Huntington HTT-Q103 PC12 cell model. PC12 HTT-Q103 induced, cytoprotection, ATP luminescence, 40 h. Potency, µM (doses to about 56.4 µM), for the others: cytoprotection (ATP increase), actives largely listed as activators. 230,000 tested, 0.14% active. AID 1471;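 further: % of control where 0% means no effect; nearly all actives have a fitted effect of over 45% in size; toxic huntingtin expression switched on by the ecdysone agonist tebufenozide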
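Huntington model: PC12 line, ecdysone-inducible HTTQ103 exon1–GFP, tebufenozide 100 nM. Test articles in a dose series. Endpoint luminescence from cellular ATP.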
HttQ103 aggreg – reduces HttQ103-GFP aggregates in PC12 cells. PC12 HttQ103-GFP aggregates, Acumen cytometry, 40 h. Potency, µM (series often up to 46.1 µM), inactives show top-dose activity change, negative = inhibition, hits mostly inhibitors. AID 1688. 220,000 tested, 1.1% active; further: on the % scale 0 is the no-effect control and ±100 the full control effect; nearly all actives have a fitted effect of over 60% in size
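Inducible Q103 Huntingtin exon 1–GFP PC12 line, 1500 cells/well in phenol red free DMEM with 5% equine and 5% calf serum. Tebufenozide 100 nM induced expression; compounds titrated; aggregates quantified by cytometry.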
Tau fluor counter – counter-screen for tau fibril formation inhibitors; AID 1463; tau K18 P301L Alexa594 fluorescence, heparin fibrillization; 280,000 tested, 0.93% active; Potency, µM (series often up to 57.7 µM), inactives show top-dose activity change, negative = decrease; further: on the % scale 0 is the no-effect control and ±100 the full control effect; nearly all actives have a fitted effect of over 55% in size
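Human tau K18 P301L (15 uM unlabeled, 0.24 uM Alexa 594-labeled) in 100 mM sodium acetate pH 7 with 20 uM heparin, 6 hr at 37 C. ThT 30 uM added, 1 hr ambient; Alexa 594 FP and total fluorescence read at 555/632 nm.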
An asterisk follows results filed as active; ? = inconclusive; / = no result given; [ ] = remark or other dose. Unless noted, the call rests on the fitted dose curve; in most records, active means well fitted curve in the direction sought with a large enough effect; inconclusive means small, poorly fitted or top-dose-only effect, or another doubt; inactive means no such curve, though single readings can be large; an effect the other way counts as inactive or inconclusive. Potency means the concentration at half of the fitted maximal effect. A portion of the library; count on the stated rates, not on these rows.

Start of the listing, in advance, 5 compounds:
SMILES | ALDH1A1 inh | Tau fibril ThT | Tau FP inhib | KDM4E inh | SMN2 splice enh | HTT cytoprotect | HttQ103 aggreg | Tau fluor counter
Cc1nc(NC(=O)C2CC2)sc1C(=O)NC1CCCCC1 | 13% | -14% | -3% | -2% | / | -16%[10 µM] | -16%[9.22 µM] | -13%
CCn1c(C(=O)NCc2ccccc2Cl)cc2sc(Cl)cc21 | / | -3% | ? | / | 111% | / | / | -26%
COC(=O)C(=C/C=C/c1cccnc1)C(=O)OC | -4% | -13% | -14% | 0% | / | -1%[10 µM] | 10%[9.22 µM] | -12%
CCSc1ccccc1C(=O)Nc1nc2ccccc2c(=O)[nH]1 | -3% | -12% | -15% | -5% | / | -9%[10 µM] | 1%[9.22 µM] | -18%
CC(C)OC(=O)CSc1nnc(CNc2cccc(Cl)c2)n1C | 9% | 4% | 1% | 7% | -6% | 8%[10 µM] | -8% | 4%

This part in full, repeating the preview:
SMILES | ALDH1A1 inh | Tau fibril ThT | Tau FP inhib | KDM4E inh | SMN2 splice enh | HTT cytoprotect | HttQ103 aggreg | Tau fluor counter
Cc1nc(NC(=O)C2CC2)sc1C(=O)NC1CCCCC1 | 13% | -14% | -3% | -2% | / | -16%[10 µM] | -16%[9.22 µM] | -13%
CCn1c(C(=O)NCc2ccccc2Cl)cc2sc(Cl)cc21 | / | -3% | ? | / | 111% | / | / | -26%
COC(=O)C(=C/C=C/c1cccnc1)C(=O)OC | -4% | -13% | -14% | 0% | / | -1%[10 µM] | 10%[9.22 µM] | -12%
CCSc1ccccc1C(=O)Nc1nc2ccccc2c(=O)[nH]1 | -3% | -12% | -15% | -5% | / | -9%[10 µM] | 1%[9.22 µM] | -18%
CC(C)OC(=O)CSc1nnc(CNc2cccc(Cl)c2)n1C | 9% | 4% | 1% | 7% | -6% | 8%[10 µM] | -8% | 4%
COc1ccccc1/C=C1\SC(=S)N(Nc2nc(C)cc(C)n2)C1=O | 1% | -22% | -6% | -7% | 7% | -17% | -12% | -13%
Cc1c(N2C(=O)c3ccccc3C2=O)c(=O)n(-c2ccccc2)n1C | 0% | 13% | 9% | -8% | -5% | -10%[10 µM] | -5% | 7%
OCCNc1nc2ccccc2[nH]1 | 4% | -1% | -3% | -2% | -20% | -18% | -17% | -3%
CCCCC(CCCCl)C(=O)Nc1ccccc1 (stereo unspecified) | 4% | -2% | -12%[2.34 µM] | 1% | / | 4%[10 µM] | -1%[9.22 µM] | -5%
CC(=O)/C(=C\N(C)C)Sc1ccc(C)cc1 | / | / | 2% | -2% | / | 24%[10 µM] | 14%[9.22 µM] | -5%
C=CCN=C1CC(C)(C)C(C(=O)OC)C(O)=C1C(=O)CCC (stereo unspecified) | 3% | -2% | -1% | 1% | 4% | / | / | -1%
CC(C)N(CCn1c(SCC(=O)N2CC(=O)Nc3ccccc32)nc2ccccc2c1=O)C(C)C | -13% | -2% | 0% | ? | -10% | -2% | 6% | -7%
Cc1cccc(NCc2nnc(-c3ccccc3)o2)c1C | 3% | -13% | 8% | -2% | -16% | -51%[inhibitor] | -26% | -11%
N#Cc1cccc(-c2ccc3ncnc(NCc4cccnc4)c3c2)c1 | ? | -3% | -17% | ? | 8% | -13% | / | -2%
COc1cccc(C2CC(c3cccc(OC)c3)n3nc(N)nc3N2)c1 (stereo unspecified) | 1% | -13% | 2% | 7% | 14% | 1%[10 µM] | 11% | -4%
Cc1ccc(-c2nnc(CSc3nnc(COc4ccccc4)n3-c3ccccc3)o2)cc1 | -11% | ? | 7% | 0% | -24% | -5%[10 µM] | ? | -1%
Cc1cc(C)cc(NC(=O)Cn2c(=O)n(CCC(C)C)c(=O)c3cccnc32)c1 | / | 18% | ? | / | -1% | / | / | -2%
O=C(Nc1ccc(F)cc1F)c1ccc2c(=O)n3c(nc2c1)CCCCC3 | / | -11% | -8% | / | ? | / | / | -20%
Cc1ccc(S(=O)(=O)N2CCOCC2)cc1NC(=O)CSc1ccccn1 | ? | -1% | 5% | -3% | 14% | -16% | -2% | -3%
COc1cccc(OC)c1C(=O)Nc1ccc(S(=O)(=O)Nc2cc(C)nc(C)n2)cc1 | -4% | -5% | -1% | -4% | 3% | -15%[10 µM] | 2% | -6%
CCC(C)[C@@H](C(=O)NCC1CCC(C(=O)O)CC1)n1nnc2ccccc2c1=O (stereo partly specified) | 6% | -7% | 1% | 11% | -2% | -17% | 1% | -12%
COc1ccccc1-c1cc(C(=O)Nc2cc(C)on2)no1 | 7% | ? | 5% | -4% | ? | -19% | 14% | -3%
O=C(COC(=O)c1cccnc1)Nc1ccc2c(c1)OCO2 | -2% | -14% | 12% | -15% | 12% | / | / | -4%
CCCCOC(=O)c1ccc(N/C(=N\S(=O)(=O)c2ccccc2)c2ccccc2)cc1 | -11% | 2% | -13% | -8% | 12% | 21%[0.074 µM] | -11% | -22%
COc1ccc(N2CCN(c3oc(COc4ccc(Cl)cc4Cl)nc3C#N)CC2)cc1 | -1% | ? | 6% | -4% | -9% | 5%[0.074 µM] | ? | ?

A portion from the list above, for reference:
SMILES | ALDH1A1 inh | Tau fibril ThT | Tau FP inhib | KDM4E inh | SMN2 splice enh | HTT cytoprotect | HttQ103 aggreg | Tau fluor counter
COc1cccc(OC)c1C(=O)Nc1ccc(S(=O)(=O)Nc2cc(C)nc(C)n2)cc1 | -4% | -5% | -1% | -4% | 3% | -15%[10 µM] | 2% | -6%
CCC(C)[C@@H](C(=O)NCC1CCC(C(=O)O)CC1)n1nnc2ccccc2c1=O (stereo partly specified) | 6% | -7% | 1% | 11% | -2% | -17% | 1% | -12%

The listing continues:
SMILES | ALDH1A1 inh | Tau fibril ThT | Tau FP inhib | KDM4E inh | SMN2 splice enh | HTT cytoprotect | HttQ103 aggreg | Tau fluor counter
Cc1c(C(=O)Nc2ccc(F)cc2)nnn1-c1cccc(C(F)(F)F)c1 | -3% | -4% | -6% | -7% | -66%[inhibitor] | 5% | -18% | -12%
Cn1c(=O)c2c(nc(N/N=C/c3ccc(OC(=O)c4ccco4)cc3)n2Cc2ccccc2Cl)n(C)c1=O | ? | ? | 10% | 4% | -23% | -31%[10 µM] | -18% | 7.9µM*[quencher]
Cc1cccc(N2Cc3ccccc3C2=NC(=O)c2ccc(Cl)nc2)c1 | ? | -17% | -2% | -3% | 39% | / | -15% | -5%
O=C(Nc1cc(Cl)ccc1O)c1cc2n(n1)C(C(F)(F)F)CC(c1ccc3c(c1)OCO3)N2 (stereo unspecified) | -8% | -15% | -4% | ? | 27% | -23%[10 µM] | 10% | ?
CCC(CC)C(=O)Nc1cccc(SC)c1 | 5% | 0% | 4% | -5% | / | -3%[10 µM] | 3%[9.22 µM] | -4%
COc1ccc(C2Nc3ccccc3C(=O)N2c2ccc(C)cc2)cc1Cn1cc([N+](=O)[O-])cn1 (stereo unspecified) | 28µM* | -1% | 9% | 2% | 20µM* | -50%[inhibitor] | -13% | -18%
O=C(O)c1ccccc1NS(=O)(=O)c1ccc2c3c(cccc13)C(=O)N2 | -3% | -16% | -1% | -23% | -16% | 12% | -11% | -6%
O=C(NC(C(=O)c1ccccc1)N1CCOCC1)c1ccccc1 (stereo unspecified) | -1% | ? | -2% | 2% | ? | 14% | 5% | -1%
CCCCn1c(NCCN(C)C)nc2c1c(=O)[nH]c(=O)n2C | 2% | -10% | -7% | -5% | 9% | 10% | 18% | -13%
CCOC(=O)C(CC)n1nnc2sc(-c3ccccc3)cc2c1=O (stereo unspecified) | / | ? | 6% | / | -8% | / | / | -25%
CCOC(=O)c1cnn(CC2CCCCC2)c1N | -13% | -7% | -5% | 3% | 11% | -7% | -11% | -12%
CC(=O)Oc1ccc2c(=O)c(-c3ccccc3)c(C)oc2c1 | 34%[activator] | ? | -10% | ? | 9% | 12% | -9% | -7%
CCOc1ccc2[nH]c(=O)c(C(c3nnnn3Cc3ccco3)N3CCC(C)CC3)cc2c1 (stereo unspecified) | ? | ? | -1% | ? | 9% | -7%[10 µM] | 17% | -24%
CN(C)C(=O)Cn1c(=O)n(C)c2ccccc21 | 4% | -10% | -14% | -1% | 12% | 7% | 5% | -10%
Cc1nc2ccc(NC(=O)/C=C/C(=O)O)cc2nc1C | ? | -15% | -5% | ? | -2% | -22% | -9% | -6%
CC(C)OC(=O)CSc1nnc(-c2cccnc2)n1N | 9% | -2% | 1% | 7% | 2% | 7%[0.074 µM] | 19% | 0%
CCCCCC1CC(=O)N(Cc2ccccc2)C(=O)N1 (stereo unspecified) | ? | -7% | -4% | 1% | 3% | 4% | -16% | -14%
Cc1cccc(C(=O)N[C@H](C(=O)OCc2cc(=O)n3c(n2)sc2ccccc23)C(C)C)c1 | ? | -14% | 1% | ? | -9% | -13%[10 µM] | 16% | -17%
CC(C)(O)P(C)(=O)c1ccccc1 (stereo unspecified) | 5% | -5% | -9% | -7% | 16% | 10%[10 µM] | 16% | -10%
O=c1cnnc(N/N=C/c2ccc3c(c2)OCO3)[nH]1 | / | / | 0% | -7% | / | 5%[10 µM] | 19%[9.22 µM] | 6%
Cc1cc2ccccn2c1C(=O)c1cccc([N+](=O)[O-])c1 | -8% | ? | 4% | -3% | -26% | -34%[inhibitor] | -13% | ?
C=CCNC(=O)c1c(-c2c(F)cccc2Cl)noc1C | -1% | -14% | -9% | 16% | -4% | -11% | 3% | -12%
COc1cc([N+](=O)[O-])ccc1NC(=O)C[n+]1ccccc1C | ? | 7% | 1% | 17% | -10% | -44%[inhibitor] | 9% | 0%
COCCNC(=O)NC(=O)COC(=O)Cc1ccc2c(c1)OCCO2 | -2% | -3% | -4% | 4% | 10% | 27%[10 µM] | -17% | -1%
COC(=O)c1cccc(N(C(=O)c2ccco2)C(C(=O)NC2CCCC2)c2ccco2)c1 (stereo unspecified) | ? | -4% | 0% | 3% | -13% | -2%[1.9 µM] | 3% | -1%
CO[C@H]1COC(=O)C/C=C\[C@@H](C)[C@H](OC)COC(=O)CCC[C@@H]1C | 2%[13.5 µM] | -3%[11.5 µM] | 3%[11.6 µM] | / | / | 18%[10 µM] | / | -6%[11.6 µM]
CCOc1ccc(C(=O)N2CCC(c3nnc(-c4ccccc4OC)o3)CC2)cc1 | / | -7% | 0% | / | -12% | / | / | -13%
O=C(c1ccc(N2CCCCC2)c([N+](=O)[O-])c1)N(c1ccccn1)c1ccccn1 | -13% | -15% | 0% | 3% | -11% | 29% | -4% | -10%
